CCR6 antag: CCR6 (human) receptor antagonism; P51684; CHO-K1 CCR6 PathHunter beta-arrestin, luminescence, CCL20-stimulated; inhibition, % at 20 µM; actives 0.49% (n = 340,000);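 active means compounds whose inhibition of the agonist-driven luminescence signal at 20 µM reaches about 50%, limit read from the data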;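 further: cells stimulated with CCL20 at 14 nM final; plate controls were DMSO with CCL20 for no effect and DMSO without agonist for full effect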
Target sequence (P51684 whole entry, looked up): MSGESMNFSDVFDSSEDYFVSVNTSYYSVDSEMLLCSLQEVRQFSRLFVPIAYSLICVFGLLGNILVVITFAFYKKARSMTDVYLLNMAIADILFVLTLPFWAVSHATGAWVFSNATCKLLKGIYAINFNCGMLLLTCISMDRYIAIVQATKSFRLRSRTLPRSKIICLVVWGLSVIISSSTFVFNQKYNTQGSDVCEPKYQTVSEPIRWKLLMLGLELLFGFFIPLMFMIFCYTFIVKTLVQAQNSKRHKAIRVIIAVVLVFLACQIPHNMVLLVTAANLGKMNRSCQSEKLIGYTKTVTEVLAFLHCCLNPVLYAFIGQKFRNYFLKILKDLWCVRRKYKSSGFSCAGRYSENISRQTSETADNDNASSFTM
A3G deaminase: APOBEC3G (human) deaminase inhibition; Q9HC16; recombinant A3G, ssDNA deamination FAM/TAMRA fluorescence; inhibition, % at 20 µM; actives 0.28% (n = 330,000);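 active means inhibition of at least 40% at 20 µM, with no more than 30% in the related APOBEC3A deaminase screen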;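 further: plate controls were DMSO wells with A3G for no effect and wells lacking A3G enzyme for full effect; some compounds called inactive have numbers as strong as hits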
APOBEC3A inh: blocks human APOBEC3A ssDNA deamination; inhibition, % at 20 µM; AID 493011; recombinant A3A, FAM/TAMRA ssDNA deamination fluorescence; actives 0.41% (n = 330,000); P31941;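 active means at least 40% inhibition at 20 µM here, with at most 30% in a related deaminase screen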;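 further: plate controls were A3A with DMSO for no effect and wells lacking A3A enzyme for full effect; some results filed as inactive read as strong as hits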
Target sequence (P31941 whole entry, looked up): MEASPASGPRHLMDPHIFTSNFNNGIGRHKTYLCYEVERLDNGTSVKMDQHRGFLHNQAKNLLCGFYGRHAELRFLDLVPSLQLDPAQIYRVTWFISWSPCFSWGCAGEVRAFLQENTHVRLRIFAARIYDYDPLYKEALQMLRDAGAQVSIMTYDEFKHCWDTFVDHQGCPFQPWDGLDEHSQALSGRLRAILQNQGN
EBI2 antag: antagonists of human EBI2 receptor; EBI2 beta-arrestin recruitment, luminescence, 7a,25-OHC stimulated; inhibition, % at 5 µM; actives 0.81% (n = 360,000); AID 651636; in the data active means inhibition above about 38%;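 further: enzyme fragment complementation signal reports receptor beta-arrestin coupling in cells; 0% = agonist plus DMSO wells and 100% = wells without agonist; some results beyond the cut were filed as inactive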
Target sequence (P32249 whole entry, looked up, the tested form may be a part): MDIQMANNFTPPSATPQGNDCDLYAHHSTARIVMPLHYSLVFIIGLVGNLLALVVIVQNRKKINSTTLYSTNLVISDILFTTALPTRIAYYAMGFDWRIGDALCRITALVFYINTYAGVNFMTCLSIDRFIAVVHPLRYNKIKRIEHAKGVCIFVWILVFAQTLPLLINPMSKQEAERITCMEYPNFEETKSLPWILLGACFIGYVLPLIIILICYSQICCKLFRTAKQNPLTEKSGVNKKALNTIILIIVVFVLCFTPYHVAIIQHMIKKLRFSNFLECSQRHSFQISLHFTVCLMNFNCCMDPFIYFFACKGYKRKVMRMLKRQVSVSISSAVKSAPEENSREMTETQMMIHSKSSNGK
CXCR6 inh: CXCR6 (human) receptor inhibition. O00574. CHO-K1 PathHunter CXCR6 beta-arrestin, luminescence. inhibition, % at 20 µM. actives 0.36% (n = 360,000); in the data active means inhibition above about 34%, passing the limit was not always enough;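 further: antagonist mode with CXCL16 agonist at 10 nM final; 0% = 10 nM CXCL16 with DMSO and 100% = unstimulated wells without agonist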
NR3A LBD binder: modulates the human NR3A ligand-binding domain. NR3A LBD differential scanning fluorimetry, Tm shift; 0% = protein alone, 100% = glycine-bound protein. Tm shift relative to glycine control, % at 25 µM. actives 2.5% (n = 340,000). AID 1259313;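 active means melting temperature shift of at least 10% of the positive control shift, at one fixed dose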
Gli-Sufu block: Gli-Sufu pathway antagonism. Sufu-KO-LIGHT fibroblasts, Gli luciferase reporter luminescence. inhibition, % at 5 µM. actives 0.74% (n = 340,000);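 active means inhibition above about 55%, limit read from the data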;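 further: 0% = DMSO-treated cells and 100% = wells with medium but no cells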
MPTP inh: inhibitors of mitochondrial permeability transition pore; isolated mouse mitochondria, Ca2+ swelling absorbance, 30 min; inhibition, % at 10 µM; actives 1.4% (n = 360,000);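 active means inhibition of 50% or more, scaled per plate between neutral and stimulator controls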;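 further: 0% = DMSO wells given calcium and 100% = 1 mM EGTA wells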
Numbers without * were called inactive; · = not tested or not shown. These rows are one share of the data, so the mix of outcomes need not match the whole.

SMILES	CCR6 antag	A3G deaminase	APOBEC3A inh	EBI2 antag	CXCR6 inh	NR3A LBD binder	Gli-Sufu block	MPTP inh
CC(C)=CCN1CC[C@@]2(C)c3cc(O)ccc3C[C@@H]1C2C (some centres undefined)	11	-6	0	2	2	0	11	-1.3
CC(=NCc1ccco1)c1c(O)n(-c2ccc(Cl)cc2)c(=O)[nH]c1=O	11	-1	3	-11	5	1	5	1.9
Cc1cc(C(=O)CS(=O)(=O)c2ccccc2)cc(C)c1OC(=O)N(C)C	6	-7	0	-32	-8	-4	-46	0.1
CCN1CCN(C(=O)Cc2coc3ccc4ccccc4c23)CC1	-11	-5	-4	-10	-2	-2	2	0.1
CCOC(=O)C(C)(CC)NC(=O)CSP(=S)(OCC)OCC (centres undefined)	1	-1	2	6	1	-1	3	1.7
C[C@]12CC[C@H](O)C[C@@H]1CC[C@@H]1[C@@H]2CC[C@]2(C)C(=O)CC[C@@H]12	8	-1	2	10	-6	-4	4	3.3
Cc1ccc(S(=O)(=O)N2CCCC2c2cccnc2)cc1 (centres undefined)	7	1	-7	6	-9	3	2	0.0
Cc1cc(C)c(C(=O)N2CCC3(CC2)OCCO3)c(C)c1	1	1	-2	3	0	-2	-22	-0.4
CCNc1nc(NC(C)(C)C)nc(SC)n1	2	-5	0	4	4	-2	-3	-1.9
CC(Cc1cccs1)NCc1ccc(Cl)cc1 (centres undefined)	13	-15	3	8	4	-1	9	1.0
O=C(CCN1CC2CCC(CC2)C1)c1cccs1	8	·	·	-1	1	1	-11	0.9
O=c1cccc2n1CC1CC2CN(C(c2cccc(F)c2)c2sc3ncnn3c2O)C1 (centres undefined)	8	-8	0	-1	-10	-2	0	-0.9
CNCCc1c(C)n[nH]c1C	-4	-2	2	4	2	-2	10	2.1
Cc1cc(N2C(=O)C3CCCN3C2c2sccc2C)no1 (centres undefined)	5	-7	-3	-3	-1	-1	4	-2.5
CC(=O)c1cccc(NC2=NCC(C)S2)c1 (centres undefined)	2	-9	-8	3	9	3	-11	-2.7
CCOC(=O)C1(c2ccccc2)CCN(CCC(=O)Nc2ccc(C(=O)OC)cc2)CC1	14	-5	-4	13	2	2	4	-0.1
CC(=O)OC1N=C(c2ccccc2)c2cc(C)ccc2NC1=O (centres undefined)	14	4	8	-5	5	-1	2	-2.6
COc1ccc(OCC(=O)N2CCCC(N3CCN(c4ccccc4C)CC3)C2)cc1 (centres undefined)	18	-5	-4	31	-1	0	32	0.0
CCOC(=O)C(O)(c1ccc(N)c(OC)c1)C(F)(F)F (centres undefined)	-7	-2	1	-6	-12	3	10	-6.1
CCOc1cc(CNCCc2ccccc2F)ccc1OC	5	-12	-3	-3	-1	5	8	1.8
Cc1sc2ncn(CC(=O)NCC(=O)N3CCC4(CC3)OCCO4)c(=O)c2c1C	-1	-1	-1	-7	-2	-2	1	-1.7
CCCCn1c(O)c(C(CC)=NCCCn2ccnc2)c(=O)[nH]c1=O	0	-5	-5	-22	-6	0	5	1.5
COc1ccc(-c2cc(-c3ccccc3)[n+](C)c(-c3ccccc3)c2)cc1	7	-4	-1	-3	5	-2	44	-0.3
CNCC1(c2ccccc2)CCCC1	-4	-6	-3	2	9	-2	2	-0.6
CC12CCCCC1=[N+]([O-])CN2O (centres undefined)	-7	-2	-4	-6	3	0	0	-0.8
Nc1ccc(CC2=NCCN2)cc1	7	·	·	-6	-5	1	3	-2.6
CCCC(=O)N(C)C1=Nc2ccc(Cl)cc2C(c2ccccc2)=[N+]([O-])C1	3	-6	-3	-8	2	-411	0	1.4
Brc1ccc(-[n+]2c(-c3ccccc3)cc(-c3ccccc3)cc2-c2ccccc2)cc1	-9	-10	2	-7	-14	-9	56*	15
COc1ccc(CCNCc2ccccc2F)cc1	13	-10	-2	0	-3	5	7	-0.8
FC(F)(F)c1ccccc1CNCCc1c[nH]c2ccccc12	-3	-7	-4	-5	-4	0	10	0.2
CC(=O)C1(c2ccccc2)CCN(C(=O)C2CCC(=O)N(CCc3cccc(F)c3)C2)CC1 (centres undefined)	-5	4	3	14	-5	-5	8	-0.1
CN1CCc2nc(SCc3cccc(Br)c3)c(C#N)cc2C1	38	-2	-2	7	8	-3	4	0.1
COC(=O)C1=C(c2c(C)noc2C)C[C@@H]2CC[C@H]1N2C(=O)NCC1CC1	2	-1	-3	-3	-6	1	-7	-0.3
C[n+]1c(-c2ccccc2)cc(-c2ccc(O)cc2)cc1-c1ccccc1	-4	2	7	-4	4	0	11	3.7
COc1ccccc1-n1c(O)c(C=NCCN2CCNCC2)c(=O)[nH]c1=O	2	-1	0	1	4	1	-3	0.6
NC(=O)c1c(Br)n(C2OC(CO)C(O)C2O)c2ncnc(N)c12 (centres undefined)	8	·	·	-2	-2	-1	4	-1.8
O=C1OC(c2ccc([N+](=O)[O-])cc2)=N/C1=C/N1CC2CC(C1)c1cccc(=O)n1C2 (centres undefined)	2	-8	-4	4	-3	-1	-18	1.0
O=Cc1c(C(=O)O)n(Cc2ccccc2Cl)c2ccccc12	-5	-5	-6	5	-2	0	-1	0.5
CCN1C(=O)C(=Cc2cc(C)n(C3CC3)c2C)C(=O)N(CC)C1=S	4	-1	-3	3	1	-2	6	2.9
Oc1ccc(CC2CC3CCN2CC3)cc1O (centres undefined)	-10	-9	-7	0	-2	0	0	0.1

A section taken from the entries so far, for reference:
SMILES	CCR6 antag	A3G deaminase	APOBEC3A inh	EBI2 antag	CXCR6 inh	NR3A LBD binder	Gli-Sufu block	MPTP inh
FC(F)(F)c1ccccc1CNCCc1c[nH]c2ccccc12	-3	-7	-4	-5	-4	0	10	0.2
CC(=O)C1(c2ccccc2)CCN(C(=O)C2CCC(=O)N(CCc3cccc(F)c3)C2)CC1 (centres undefined)	-5	4	3	14	-5	-5	8	-0.1
CN1CCc2nc(SCc3cccc(Br)c3)c(C#N)cc2C1	38	-2	-2	7	8	-3	4	0.1
COC(=O)C1=C(c2c(C)noc2C)C[C@@H]2CC[C@H]1N2C(=O)NCC1CC1	2	-1	-3	-3	-6	1	-7	-0.3
C[n+]1c(-c2ccccc2)cc(-c2ccc(O)cc2)cc1-c1ccccc1	-4	2	7	-4	4	0	11	3.7
COc1ccccc1-n1c(O)c(C=NCCN2CCNCC2)c(=O)[nH]c1=O	2	-1	0	1	4	1	-3	0.6
NC(=O)c1c(Br)n(C2OC(CO)C(O)C2O)c2ncnc(N)c12 (centres undefined)	8	·	·	-2	-2	-1	4	-1.8
O=C1OC(c2ccc([N+](=O)[O-])cc2)=N/C1=C/N1CC2CC(C1)c1cccc(=O)n1C2 (centres undefined)	2	-8	-4	4	-3	-1	-18	1.0
O=Cc1c(C(=O)O)n(Cc2ccccc2Cl)c2ccccc12	-5	-5	-6	5	-2	0	-1	0.5
CCN1C(=O)C(=Cc2cc(C)n(C3CC3)c2C)C(=O)N(CC)C1=S	4	-1	-3	3	1	-2	6	2.9
Oc1ccc(CC2CC3CCN2CC3)cc1O (centres undefined)	-10	-9	-7	0	-2	0	0	0.1

Next records follow:
SMILES	CCR6 antag	A3G deaminase	APOBEC3A inh	EBI2 antag	CXCR6 inh	NR3A LBD binder	Gli-Sufu block	MPTP inh
CC(=O)c1c(C)n(Cc2ccccc2)c2ccc(O)cc12	-7	1	0	2	3	1	-6	7.5
O=C(Cc1ccccc1)OCCN1CCOCC1	-6	-6	-6	-6	-2	2	-6	-0.5
COc1cc2c(c(OC)c1OC)-c1ccc(O)cc1[C@@H](NC(C)=O)CC2	-4	-9	-4	-13	-1	-2	38	-1.0
O=C(C[N+]12CCC(CC1)C(OC(=O)c1ccccc1)C2)c1ccc([N+](=O)[O-])cc1 (centres undefined)	-12	-3	1	-5	-13	0	5	0.6
O=P(Nc1cccnc1)(Oc1ccccc1Cl)Oc1ccccc1Cl	7	-9	-3	0	6	-10	-6	-0.6
CN1C(=O)NC(=O)/C(=C\c2ccc([N+](=O)[O-])o2)C1=O	3	26	65*	-12	0	0	-5	3.6
COc1ccc(C2NCc3ccccc3-n3cccc32)cc1 (centres undefined)	10	-9	-5	1	-1	0	4	34
COC(=O)C1=C(c2ccc(OC)c(OC)c2)C[C@@H]2CC[C@H]1N2C(=O)NCc1cccc2ccccc12	21	2	1	8	7	3	3	0.5
Cn1c(O)c(C(=NCCN2CCCCC2)c2ccccc2Cl)c(=O)n(C)c1=O	4	-8	-1	6	-7	0	9	-0.2
O=c1c2ccccc2nc(-c2ccccc2)n1-n1cccc1	-9	-2	2	-11	4	11*	3	-0.5
CC(Cc1ccccc1)NC(=O)Cc1ccc([N+](=O)[O-])cc1 (centres undefined)	2	-1	4	7	2	-1	5	-1.0
c1ccc2sc(C3CCNCC3)nc2c1	16	·	·	3	1	0	-3	0.6
O=C(Nc1ccc(OC(=O)N2CCCCC2)cc1)N1CCOCC1	10	-6	-1	-12	-4	-1	16	0.1
Clc1ccc(C2NCCc3[nH]cnc32)cc1 (centres undefined)	7	-3	5	0	-2	10	6	0.4
COc1ccccc1N1CCN(Cc2ccccc2Cl)CC1	-9	-1	-1	-8	7	-1	5	1.9
CCCn1c(C(=O)c2ccccc2OC)nc2ccccc21	5	1	1	-14	-13	1	-7	-1.5
Cc1cc(C(=O)OCC(=O)Nc2c(F)cccc2F)c(C)n1C1CC1	3	-8	-6	7	-6	2	-13	-1.0
COc1ccc(/C=C2\C(=N\O)C3CCN2CC3)cc1	-9	0	-2	0	-6	0	-11	-0.8
COc1ccc(O)c(CN2CCCC(C(=O)c3sccc3C)C2)c1 (centres undefined)	15	-7	-4	-2	12	-2	17	0.4
CN1CC(C(=O)c2ccc(Cl)cc2)C(c2ccc(N(C)C)cc2)C1 (centres undefined)	8	-8	1	-2	-7	-3	20	0.2
CC(C(=O)N1CCC2(CC1)OCCO2)C1Sc2ccccc2NC1=O (centres undefined)	-9	-2	-1	-3	0	·	·	0.0
Cc1ccc(CN2CCN(Cc3ccccc3)CC2)cc1	8	-6	-2	-6	-7	0	8	0.5
O=C(O)C1C2CCC(O2)C1C(=O)Nc1ccc(Cl)cc1 (centres undefined)	-2	0	-1	-15	1	0	1	-0.2
O=c1[nH]c(=S)n(-c2ccccc2)c(O)c1C=NCCN1CCNCC1	-5	-9	-1	-2	4	4	3	-1.8
CC12CCC3C(CCCC4CC(=O)CCC43C)C1CCC2O (centres undefined)	18	·	·	8	-2	-1	2	0.0
CCCCn1c(O)c(C(CC)=NCc2ccc(F)cc2)c(=O)[nH]c1=O	9	-5	-1	-1	-14	1	7	12
COc1ccc(OC)c(C(O)C2CCCCN2)c1 (centres undefined)	12	-2	-1	-5	0	3	-8	0.0
CCN1C(=O)C(=C2C=C(C)N(Cc3ccco3)C(C)=C2)C(=O)N(CC)C1=S	17	10	2	6	12	-27	-18	-1.7
COC(=O)C1=C(c2ccc(OCc3ccccc3)cc2)C[C@@H]2CC[C@H]1N2C(=O)NC1CCN(Cc2ccccc2)CC1	16	-8	-2	-1	-3	-5	51	2.8
O=C(COC(=O)Cc1ccccc1)Nc1ncc(Cl)cc1Cl	-15	0	0	-4	-7	2	0	-0.4
O=C1CSC2(CN3CCC2CC3)N1 (centres undefined)	9	2	-8	-9	-2	0	-30	-2.0
COC(=O)C(O)(c1ccc2c(c1)CCCN2)C(F)(F)F (centres undefined)	-19	2	0	-17	0	-4	-12	0.7
CC(C)c1ccccc1OCC(=O)N1CCCN(C)CC1	5	16	-2	6	5	1	15	1.3
CC(=O)OC(C)(C)/C=C/C(=O)C(C)(O)C1C(O)CC2(C)C3CC=C4C(CC(O)C(=O)C4(C)C)C3(C)C(=O)CC12C (centres undefined)	27	·	·	-47	8	-2	87*	-0.9
